Compound activity deposited in PubChem by NCI.
All columns: NCI-60 one-dose screen, growth in % after 48 h at 10 µM unless noted; 100 = growth as untreated, 0 = no growth, -100 = all killed.
SR: SR leukemia cells; 73,000 compounds, 8.7% hits; AID 1794780
HOP-62: HOP-62 NSCLC; 80,000 compounds, 3.9% hits; AID 1794735
MDA-MB-468: MDA-MB-468 breast cancer | 78,000 compounds, 8.5% hits | AID 2202374
RPMI-8226: RPMI-8226 leukemia cells; 77,000 compounds, 7.5% hits; AID 1794781
K-562: K-562 leukemia; 78,000 compounds, 7.4% hits; AID 1794777
MOLT-4: MOLT-4 leukemia cells | 80,000 compounds, 6.9% hits | AID 1794779
MDA-MB-435: MDA-MB-435 melanoma; 82,000 compounds, 7.8% hits
CCRF-CEM: CCRF-CEM leukemia | 77,000 compounds, 7% hits
Active calls of the source: *; . = not tested or not shown; & = joins results of further samples. Rule for the calls: active = growth percent below 10; inactive = the rest.

smiles	SR	HOP-62	MDA-MB-468	RPMI-8226	K-562	MOLT-4	MDA-MB-435	CCRF-CEM
O=C(N/C(=C/c1cn(-c2ccccc2)nc1-c1ccccc1)c1nc2ccccc2[nH]1)c1ccccc1	.	104	109	64	86	56	102	62
COc1ccc(CCC2CC2Cc2ccc(OCc3ccccc3)cc2)cc1 (centres undefined)	125	94	101	117	118	107	105	100
CCCOC(=O)c1ccc(Cl)c(Cl)c1	100	100	108	109	100	104	106	106
CC(=O)N1CCNc2nc(N)[nH]c(=O)c21	98	95	113	123	92	102	108	114
Cn1c(N)ccnc1=O	91	87	95	95	132	116	117	89
COc1cc(CNc2oc(-c3ccccc3)c(-c3ccccc3)c2C#N)cc(CN2CCN(c3ccccc3)CC2)c1O	.	98	97	97	94	89	98	104
O=COC/C=C/c1ccccc1	109	107	115	107	102	99	103	.
[S-]c1n[n+](-c2ccccc2)c(-c2ccccc2)s1	97	115	125	99	95	96	99	102
O=C(Cn1cccc(NC(=O)OCc2ccccc2)c1=O)NCc1ccccc1	119	101	91	95	108	107	97	104
COc1ccc(C2C=C(C)N=C3SC=NN32)cc1 (centres undefined)	105	109	108	105	113	106	96	99

The results go on.
smiles	SR	HOP-62	MDA-MB-468	RPMI-8226	K-562	MOLT-4	MDA-MB-435	CCRF-CEM
C=C(C)[C@@H]1CC=C2c3sc(-c4cccc(OCC)c4)nc3C[C@@H](C)[C@]2(C)C1	119	105	112	.	92	95	.	96
COc1cccc(/C=C/C(=O)c2ccccc2)c1	24	117	89	25	.	94	93	88
N#CSc1c[nH]c2ccc(/C=C/C(=O)/C=C(O)/C=C/c3ccc4[nH]cc(SC#N)c4c3)cc12	2.6*	28	-8.5*	3.9*	-15*	-28*	-2.1*	2.0*
Cc1cc2c(s1)CCCC1CC(=O)N(CN3CCN(c4ccccc4F)CC3)N=C21 (centres undefined)	108	96	.	92	106	99	105	100
O=C(N/N=C/c1ccc(Cl)cc1)c1[nH]c2ccc(Cl)cc2c1-c1ccccc1	52	24	34	-3.6*	39	34	-33*	19
CC(=O)c1sc(/N=C2\NC(=O)/C(=C/c3ccc(F)cc3)S2)nc1C	98	93	94	98	83	90	99	98
O=c1[nH]c2ccccc2c(-c2ccccc2)c1O	96	93	106	95	97	97	104	29
COc1ccc2nc(NNC(=O)c3cnccn3)c3cccn3c2c1	.	7.9*	.	1.0*	5.0*	.	13	1.5*
NS(=O)(=O)Oc1ccc(NC(=O)c2ccc3ccccc3c2)cc1	84	105	106	.	97	83	98	76
CSC(=S)O[C@@H]1CC(C)(C)CC2C3=CCC4[C@@]5(C)CCC(O)C(C)(C)C5CC[C@@]4(C)[C@]3(C)CC[C@]21C(=O)O (some centres undefined)	84	112	129	78	68	71	99	90

More structures.
smiles	SR	HOP-62	MDA-MB-468	RPMI-8226	K-562	MOLT-4	MDA-MB-435	CCRF-CEM
O=C(NO)c1ccc(NC(=O)c2nc(-c3ccccc3)n(-c3ccccc3)n2)cc1	92	.	91	.	97	86	93	.
CC(C)[C@@H]1CC[C@@H](C)C[C@H]1OC(=O)c1ccccc1	90	99	112	104	104	90	111	98
COC(=O)CCN1CCN(c2ccccc2C)CC1	223	96	113	77	140	169	107	79
O=C(N/N=C/c1ccc(Cl)cc1)c1ccc2cccc(O)c2n1	86	101	81	110	102	94	101	99
COc1cc2c(c(NC(C)=O)c1)N(C(C)=O)CCC2	87	98	111	112	102	96	112	104
O=[N+]([O-])c1cc2c(cc1O)OCO2	96	98	114	111	110	98	106	120
CC(C)(C)OC(=O)NC1CCN(Cc2ccc3c(Cl)cc(Cl)c(O)c3n2)CC1	28	49	42	40	19	30	52	23
O=C1OC2(OC(=O)c3ccccc32)Oc2cc([N+](=O)[O-])ccc21 (centres undefined)	107	103	100	101	98	103	104	101
CC1(C)[C@H](O)CC[C@]2(C)[C@@H]1CC[C@@]13C[C@@H](CC[C@H]12)[C@H](C=O)C3	96	103	103	94	89	93	105	97
COC(=O)c1nc(N)nc(C(=O)OC)c1C(=O)C(C)C	103	97	102	101	104	100	104	101

Next section.
smiles	SR	HOP-62	MDA-MB-468	RPMI-8226	K-562	MOLT-4	MDA-MB-435	CCRF-CEM
O=C(CN1C(=O)c2ccccc2C(=O)N(Cc2ccc(Cl)cc2)C2CCCCC21)NC12CC3CC(CC(C3)C1)C2 (centres undefined)	58	.	77	80	81	85	83	83
COc1ccc(CNc2ncnc3sc(-c4ccc(NC(C)=O)cc4)cc23)cc1	82	85	98	.	85	101	101	96
NC(=S)N/N=C1\c2ccccc2-c2c(F)c(F)c(F)c(F)c21	2.6*	76	26	67	9.5*	-18*	100	-28*
CCCC1(CCC)NC(=O)NC1=O	109	98	114	102	98	95	109	103
Nc1n[nH]c2cccc(C#Cc3cccc(NC(=O)c4cccc(OC(F)(F)F)c4)c3)c12	47	59	106	57	7.2*	35	41	76
COc1cc(-c2nc(SCCC(C)C)nc(N3CCCCC3)c2C#N)cc(OC)c1OC	86	105	99	101	83	77	95	87
O=Cc1c(OCc2cnnn2CC(=O)Nc2cccc3ccccc23)ccc2ccccc12	105	103	100	105	115	110	103	105
CSc1nc(N)n(/N=C(\C)c2ccccn2)c(=O)c1C#N	88	99	103	104	98	91	113	94
COc1ccc(-c2cc(-c3nnc(SCC(=O)Nc4ccc(C(=O)/C=C/c5cc(OC)c(OC)c(OC)c5)cc4)n3-c3ccccc3)c3ccccc3n2)cc1	65	96	102	76	87	82	96	96
COC(=O)c1nn2c(c1C(=O)OC)CC(c1ccccc1)N(S(=O)(=O)c1ccccc1)C2 (centres undefined)	121	93	85	96	103	107	107	78

Entries of single compounds, looked up by structure. Order of values: SR	HOP-62	MDA-MB-468	RPMI-8226	K-562	MOLT-4	MDA-MB-435	CCRF-CEM
`O=C(CN1C(=O)c2ccccc2C(=O)N(Cc2ccc(Cl)cc2)C2CCCCC21)NC12CC3CC(CC(C3)C1)C2` (centres undefined) is listed with 58	.	77	80	81	85	83	83
`CCCC1(CCC)NC(=O)NC1=O` is listed with 109	98	114	102	98	95	109	103

Next entries follow:
smiles	SR	HOP-62	MDA-MB-468	RPMI-8226	K-562	MOLT-4	MDA-MB-435	CCRF-CEM
O=C(NNC(=S)Nc1ccc([N+](=O)[O-])cc1)c1ccc(NC(=O)c2ccccn2)cc1	96	98	94	99	89	92	102	88
COC(=O)C1(CS(C)(=O)=O)NC(=S)NC(=O)C1C#N (centres undefined)	93	104	96	111	102	115	107	101
O=S(=O)(NCCCNc1cc(-c2c(-c3cccc(O)c3)nc3sccn23)ccn1)c1c(Cl)cccc1Cl	.	100	52	17	29	33	32	30
O=[N+]([O-])c1ccc(N=Nc2cc(S(=O)(=O)O)c3cccc(S(=O)(=O)O)c3c2O)cc1	.	107	118	104	.	.	86	119
CC1C(=O)CCCC1=O	98	.	122	101	103	95	105	92
C(=N/OCc1ccccc1)/c1ccncc1	132	96	105	.	153	199	73	136
CC(CC(=O)c1ccccc1)=NCCN(C)C	118	103	91	97	112	106	98	100
O=C(Nc1ccc(O)c([N+](=O)[O-])c1)Nc1ccc(O)c([N+](=O)[O-])c1	72	106	16	33	68	55	93	67
COP(C)(=O)/C(Cc1ccccc1)=N\O (centres undefined)	104	96	103	98	101	97	103	95
CCCCCc1ccc(S(=O)(=O)Nc2cc(-c3csc(NC(=O)CN4CCN(CCO)CC4)n3)ccc2OC)cc1	-13*	79	69	-17*	2.8*	6.2*	-49*	4.8*

(more compounds)
smiles	SR	HOP-62	MDA-MB-468	RPMI-8226	K-562	MOLT-4	MDA-MB-435	CCRF-CEM
CCCCOc1nc2ccc(C)cc2cc1/C=C/C(=O)/C=C1/CC(c2cc3cc(C)ccc3nc2OCCCC)Nc2ccccc2N1 (centres undefined)	94	109	108	.	94	102	107	104
Cn1c(=O)c(C#N)c(-c2ccccc2)n2c(=S)n(CN(CCO)CCO)nc12	103	114	.	.	129	123	120	125
Cc1cc(Cl)c(N)c([N+](=O)[O-])c1	108	94	94	105	108	104	107	109
Cc1ccccc1N=C(N)N	103	102	108	98	101	109	103	98
COc1cccc(-c2nn(-c3ccccc3)cc2-c2ccnc(NCCNS(=O)(=O)c3ccc(Cl)cc3)c2)c1	-5.5*	53	17	9.0*	12	1.2*	22	15
Cn1c(COC(=O)NCCN2CCOCC2)nc2c(N3CCOCC3)nc(Cl)nc21	94	99	100	101	99	104	100	102
Nc1c(C(=O)Nc2ccc(C(F)(F)F)cc2)sc2nc(-c3cnccn3)cc(-c3cccs3)c12	66	68	70	72	35	76	95	85
COc1cccc(COc2ccc(/C=C3/C(=O)Nc4cc(Cl)ccc43)cc2)c1	.	85	85	78	.	-26*	100	83
O=C(O)c1ccccc1C(=O)Nc1ccc(S(=O)(=O)Nc2nccs2)cc1	101&90	102&110	108&96	106	109	102&98	102&99	.
O=C1/C(=C/c2ncc(CO)s2)SC(=S)N1Cc1ccccc1	82	103	55	66	93	116	77	97

Individual results from the list.
Under CCRF-CEM, `Cn1c(COC(=O)NCCN2CCOCC2)nc2c(N3CCOCC3)nc(Cl)nc21` is entered as 102
Under CCRF-CEM, `COc1cccc(COc2ccc(/C=C3/C(=O)Nc4cc(Cl)ccc43)cc2)c1` is entered as 83

In the list so far, these have a nitro group on carbon:
smiles	SR	HOP-62	MDA-MB-468	RPMI-8226	K-562	MOLT-4	MDA-MB-435	CCRF-CEM
O=[N+]([O-])c1cc2c(cc1O)OCO2	96	98	114	111	110	98	106	120
O=C1OC2(OC(=O)c3ccccc32)Oc2cc([N+](=O)[O-])ccc21 (centres undefined)	107	103	100	101	98	103	104	101
O=C(NNC(=S)Nc1ccc([N+](=O)[O-])cc1)c1ccc(NC(=O)c2ccccn2)cc1	96	98	94	99	89	92	102	88
O=[N+]([O-])c1ccc(N=Nc2cc(S(=O)(=O)O)c3cccc(S(=O)(=O)O)c3c2O)cc1	.	107	118	104	.	.	86	119
O=C(Nc1ccc(O)c([N+](=O)[O-])c1)Nc1ccc(O)c([N+](=O)[O-])c1	72	106	16	33	68	55	93	67
Cc1cc(Cl)c(N)c([N+](=O)[O-])c1	108	94	94	105	108	104	107	109

Further results follow.
smiles	SR	HOP-62	MDA-MB-468	RPMI-8226	K-562	MOLT-4	MDA-MB-435	CCRF-CEM
COc1ccc(/C=N/N=C(\C)c2nnn(-c3ccc([N+](=O)[O-])cc3)c2C)cc1	91	109	111	97	102	114	103	99
COc1ccc(-c2[nH][nH]c(=O)c2-c2nc3ccccc3s2)cc1	99	104	119	99	98	102	101	99
CC(=O)c1ccc(Oc2nccc(-c3ccc(Cl)cc3)n2)cc1	77	107	82	92	85	87	86	91
CNC(=O)c1cc(N2CCc3c2ccc(NC(=O)c2cccc(C(F)(F)F)c2)c3F)ccn1	.	92	86	82	.	.	93	89
C=C(C)[C@@H]1CC[C@]2(C(=O)OC)CC[C@]3(C)[C@H](CC[C@@H]4[C@@]5(C)C/C(=C/c6cccc(I)c6)C(=O)C(C)(C)[C@@H]5CC[C@]43C)[C@@H]12	.	88	87	96	97	96	97	98
COc1ccc(C2=NN3C(C2)c2cc(Cl)ccc2OC3c2ccncc2)cc1 (centres undefined)	63	79	99	73	71	62	87	68
COc1cc2c(cc1[N+](=O)[O-])-c1ccc([N+](=O)[O-])cc1C2	116	60	77	99	109	100	100	93
OC(c1cccc(-n2ccc(C(F)(F)F)n2)c1)c1cnccc1NC1CCCCCC1 (centres undefined)	.	74	-59*	-33*	3.6*	-14*	-77*	8.5*
CC(C)CSc1ncnc2nc[nH]c12	119	96	104	71	102	128	104	87
O=NN(CCCl)C(=O)NCCCl	54&34&40	114&99&107	91&101	98&83&98	85&76	95&75&100	90&92&94	83&82&98

New compounds follow.
smiles	SR	HOP-62	MDA-MB-468	RPMI-8226	K-562	MOLT-4	MDA-MB-435	CCRF-CEM
O=C1Nc2cc(Cl)c(CCCl)cc2/C1=C/c1ccc(F)cc1	74	94	81	73	95	39	82	55
O=C(O)CN1C(=O)c2ccccc2C1=O	87	89&97	95&85	102&118	109&95	103&111	100&99	99&91
OCC[S+](CCO)CCO	100	106	109	101	103	99	110	95
Cc1c(/C=C(\C#N)C(=O)Nc2c(C)n(C)n(-c3ccccc3)c2=O)c(=O)n2c([nH]c3ccccc32)c1C#N	95	93	111	103	108	105	108	103
